SUMO1-SIM PPI: modulators of SUMO1 protein-protein interactions, primary screen, biochemical, uHTS. 360,000 tested, 0.33% active. SUMO1 binding to a labelled peptide, TR-FRET, 1 h. Small ubiquitin-related modifier 1 (Homo sapiens), P63165. inhibition, % at 20 µM; in the data active = inhibition above about 37%
Target sequence (P63165 whole entry, looked up): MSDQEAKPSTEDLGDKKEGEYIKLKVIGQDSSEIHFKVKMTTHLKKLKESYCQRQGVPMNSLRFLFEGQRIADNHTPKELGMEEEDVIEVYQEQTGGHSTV
MT1-MMP act inh: blockers of MT1-MMP proenzyme processing, primary screen, HT1080 RFP-PRO-GFP cells, GFP/RFP fluorescence; GFP/RFP ratio fluorescence, overnight; percent of plate control window, DMSO zero; GFP/RFP ratio change, % at 20 µM; Matrix metalloproteinase-14 (Homo sapiens), P50281; 360,000 tested, 0.061% active;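 active = GFP/RFP ratio change of at least 30% with cell ATP level not reduced by more than half and red fluorescence within 50% of control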; also: strong numbers were not always called active
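Assay system – RFP-PRO-GFP reporter HT1080 cells · Compound dosing – single dose of 20 µM compound, 1% DMSO final · Incubation – overnight compound exposure at 37 °C · Measure – GFP/RFP fluorescence ratio · Benchmarks – DMSO wells and RFP-L50D-GFP cells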
CendR NRP1 mod: modulators of CendR peptide binding to NRP-1, primary screen, biochemical, fluorescence polarization, uHTS | Neuropilin-1 (Homo sapiens), O14786 | FAM-RPARPAR peptide binding to NRP-1 | inhibition, % at 25 µM | 360,000 tested, 0.85% active;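 active = inhibition or corrected inhibition above about 18%, plus a signal ratio from 0.5 to 1.5, limit read from the data, passing the limit was not always enough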; also: strong numbers were not always called active
LMPTP inh: LMPTP phosphatase inhibitors, primary screen, biochemical, fluorescence intensity, uHTS; Low molecular weight phosphotyrosine protein phosphatase (Homo sapiens), P24666; recombinant LMPTP-A, OMFP fluorogenic substrate; inhibition, % at 20 µM; 360,000 tested, 0.22% active; AID 651560, 2012;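 active = compounds that cut the enzyme signal by at least half of the control window in the single-dose screen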;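 also: plate controls were DMSO wells with enzyme plus substrate for no effect and substrate without enzyme for full effect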
Target sequence (P24666 whole entry, looked up): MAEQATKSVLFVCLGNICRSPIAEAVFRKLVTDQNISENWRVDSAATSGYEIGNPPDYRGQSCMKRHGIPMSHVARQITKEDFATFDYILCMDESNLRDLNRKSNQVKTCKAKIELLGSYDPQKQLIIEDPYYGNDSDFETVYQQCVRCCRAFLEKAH
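Test system: LMPTP-A, protein tyrosine phosphatase of low molecular weight; Input: 0.625 nM enzyme; Incubation: 50 min dark incubation at room temperature; Signal: endpoint fluorescence intensity from OMFP dephosphorylation; Read-out basis: % inhibition versus control wells.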
Scp-1 inhibitor: Scp-1 phosphatase inhibitors, primary screen, biochemical, colorimetric, uHTS | Carboxy-terminal domain RNA polymerase II polypeptide A small phosphatase 1 (Homo … | Recombinant Scp1, phosphopeptide, malachite green phosphate absorbance | inhibition, % at 20 µM | 340,000 tested, 0.88% active;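 active = inhibition above about 50% at 20 µM, limit read from the data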;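 also: plate controls were DMSO wells with enzyme for no effect and wells lacking enzyme for full effect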
Target sequence (Q9GZU7 76-261 limits assumed): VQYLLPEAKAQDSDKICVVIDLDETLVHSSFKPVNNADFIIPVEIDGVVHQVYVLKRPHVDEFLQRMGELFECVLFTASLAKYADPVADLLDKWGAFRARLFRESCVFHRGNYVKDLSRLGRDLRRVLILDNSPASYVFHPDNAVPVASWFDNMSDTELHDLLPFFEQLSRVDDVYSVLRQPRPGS
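Material – SCP-1 phosphatase catalytic domain, residues 76-261 · Buffer or medium – Acidic Tris acetate buffer with magnesium and detergent · Also added – Phospho 17-mer peptide substrate · Compound – single 20 µM dose, 1% DMSO · Times – 45 min room-temperature reaction, 5 min colour, 30 min stabiliser · Technique – Phosphate-binding colour reagent, absorbance read at 630 nm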
Rpn11 inh: Rpn11 (PSMD14) deubiquitinase inhibitors, primary screen, biochemical, fluorescence polarization, uHTS | 26S proteasome non-ATPase regulatory subunit 14 (Homo sapiens), O00487 | human 26S proteasome, Ub4-pepOG fluorescence polarization; 20S core pre-blocked with epoxomicin | calls only at 20 µM | 360,000 tested, 0.59% active | AID 588493, 2011;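 active = inhibition at 20 µM, scaled to each plate's controls, above about 33%, limit read from the data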
DNMT1 block: human DNMT1 methyltransferase inhibitors, primary screen, biochemical, molecular beacon, fluorescence, HinP1I cleavage, uHTS; 360,000 tested, 0.83% active; inhibition (reported as % activation of signal), % at 10 µM; DNA (cytosine-5)-methyltransferase 1 (Homo sapiens), P26358; in the data active = inhibition above about 50%
STEP block: STEP phosphatase inhibitors, primary screen, biochemical, fluorescence intensity, uHTS; Tyrosine-protein phosphatase non-receptor type 5 (Homo sapiens), P54829; recombinant STEP, OMFP fluorogenic substrate; inhibition, % at 20 µM; 360,000 tested, 0.25% active; AID 588621, 2011;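 active = inhibition at 20 µM, scaled per plate between control wells, above about 37%, limit read from the data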;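 also: 0% = DMSO with enzyme and substrate and 100% = substrate only without enzyme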
Target sequence (P54829 whole entry, looked up): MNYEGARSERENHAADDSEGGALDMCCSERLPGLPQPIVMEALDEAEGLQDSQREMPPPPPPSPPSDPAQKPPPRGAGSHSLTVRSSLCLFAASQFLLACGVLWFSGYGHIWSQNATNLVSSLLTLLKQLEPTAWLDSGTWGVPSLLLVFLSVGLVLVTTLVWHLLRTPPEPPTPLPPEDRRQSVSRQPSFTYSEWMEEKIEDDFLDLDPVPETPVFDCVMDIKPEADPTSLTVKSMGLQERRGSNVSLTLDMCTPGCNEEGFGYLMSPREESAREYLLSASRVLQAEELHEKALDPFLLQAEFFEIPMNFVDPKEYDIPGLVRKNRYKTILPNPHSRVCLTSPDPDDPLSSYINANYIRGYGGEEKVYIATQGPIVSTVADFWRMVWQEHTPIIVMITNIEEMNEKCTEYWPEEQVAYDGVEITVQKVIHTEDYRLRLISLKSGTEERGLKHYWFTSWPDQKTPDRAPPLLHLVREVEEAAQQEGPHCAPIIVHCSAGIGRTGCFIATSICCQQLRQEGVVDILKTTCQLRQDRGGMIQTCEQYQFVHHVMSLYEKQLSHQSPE
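Assay system: isolated STEP enzyme / Timing: 20 min at room temperature, dark / Doses: 20 µM, 1% DMSO / Technique: fluorescence intensity, excitation 480 nm, emission 540 nm / Reagent: fluorogenic phosphatase substrate OMFP at 25 µM final / Measure: percent inhibition scaled to no-enzyme and uninhibited-enzyme controls, plate-pattern corrected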
SKN-1 inh: suppressors of acrylamide-induced Pgst-4::GFP reporter in worms, primary screen, SKN-1 inhibitor project, whole organism, uHTS, GFP/RFP fluorescence ratio, strain VP596 | C. elegans VP596 Pgst-4::GFP/RFP ratio, 24 h | inhibition, % at 21.8 µM | 360,000 tested, 0.49% active | AID 624304, 2012;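 active = interference check ratio from 0.5 to 1.5 plus GFP to RFP signal ratio inhibition reaching or exceeding a fixed threshold, cut at about 30% in these data, passing the limit was not always enough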; also: some compounds called inactive have numbers as strong as hits
NadD inh: inhibitors of S. aureus NadD, primary screen, biochemical, colorimetric, uHTS; purified NadD enzyme, colorimetric absorbance read-out; inhibition, % at 20 µM; Nicotinate-nucleotide adenylyltransferase NadD (Staphylococcus aureus N315); 360,000 tested, 0.78% active; in the data active = inhibition above about 26%; also: some compounds past the cut are filed as inactive
The depositor's hits bear a star; i = inactive; / = no result given.

compound	SUMO1-SIM PPI	MT1-MMP act inh	CendR NRP1 mod	LMPTP inh	Scp-1 inhibitor	Rpn11 inh	DNMT1 block	STEP block	SKN-1 inh	NadD inh
C[C@@H]1Cc2[nH][nH]c(=O)c2[C@H](c2ccc(Cl)cc2)O1	-3	3	10	0.3	/	/	/	/	-3	8
CC(=O)O[C@]1(C(C)=O)CC[C@H]2[C@@H]3C=CC4=CC(=O)C=C[C@]4(C)[C@H]3CC[C@@]21C	-5	3	-8	-1.5	0	i	1	0	11	-1
COc1ccc(/C=N/NC(=O)CC(=O)NCc2cccnc2)cc1	-6	2	7	-1.2	-10	i	1	0	2	1
CCCCc1ccc(NC(=O)Cn2c(=O)c(N3CCCCC3)c(N)n(C)c2=O)cc1	1	6	-9	-0.8	-5	i	12	6	9	0
Cc1cccc(NS(=O)(=O)c2ccc(NS(=O)(=O)c3cccs3)cc2)c1	2	6	-14	1.2	-1	i	-2	-4	-2	-6
O=C(C1CCCN(Cc2ccccc2)C1)N1CCc2ccccc2C1 (stereo not drawn)	-5	1	-13	-0.5	0	i	-4	-3	12	-2
CCC(=O)N1CCC1(C)C(=O)NS(=O)(=O)c1cccc(C#N)c1 (stereo not drawn)	-3	0	-1	-1.3	/	i	-1	-1	-3	5
COCCNc1nc(NCc2cccc(OC)c2OC)c2sccc2n1	5	5	-25	62*	/	i	-4	-2	12	-8

Three of the entries above in order of their number in SKN-1 inh, largest number first:
compound	SUMO1-SIM PPI	MT1-MMP act inh	CendR NRP1 mod	LMPTP inh	Scp-1 inhibitor	Rpn11 inh	DNMT1 block	STEP block	SKN-1 inh	NadD inh
COCCNc1nc(NCc2cccc(OC)c2OC)c2sccc2n1	5	5	-25	62*	/	i	-4	-2	12	-8
Cc1cccc(NS(=O)(=O)c2ccc(NS(=O)(=O)c3cccs3)cc2)c1	2	6	-14	1.2	-1	i	-2	-4	-2	-6
C[C@@H]1Cc2[nH][nH]c(=O)c2[C@H](c2ccc(Cl)cc2)O1	-3	3	10	0.3	/	/	/	/	-3	8

Later entries
compound	SUMO1-SIM PPI	MT1-MMP act inh	CendR NRP1 mod	LMPTP inh	Scp-1 inhibitor	Rpn11 inh	DNMT1 block	STEP block	SKN-1 inh	NadD inh
COc1cc(C(=O)N2CCOC23CCN(Cc2ccccc2)CC3)cc(OC)c1OC	-5	0	1	-1.3	/	i	2	-2	10	-4
O=C1c2ccccc2C(=O)N1CN(C(=O)COc1ccccc1)c1ccc(F)cc1	-9	-8	-2	-2.1	-12	i	2	-5	-6	1
CCCCOC1CC(c2ccc(OCc3ccc(OC)cc3)c(OC)c2)N(C)O1 (stereo not drawn)	-4	-2	-2	0.9	-4	i	-3	3	11	-5
CC(C)CCSc1ncnc2c1oc1nc3c(cc12)COC(C)(C)C3	-1	0	-1	3.2	9	i	0	-2	21	-7
COc1cc2ccccc2cc1C(=O)Nc1ccc(N2CCOCC2)cc1	-7	-2	10	0.3	-1	i	-1	2	16	6
Cc1noc(C)c1COC(=O)c1cc(C)n(-c2ccccc2)c1C	-1	-3	2	1.7	-4	i	1	0	2	2
COC(=O)c1ccc(-c2noc(CN(Cc3ccccn3)CC3CCCO3)n2)cc1 (stereo not drawn)	5	-4	-5	-0.6	-4	i	-1	-4	-11	-2
CN(C(=O)c1cccc(NC(=O)Cc2ccc(NC(=O)C3CCCN(C(=O)C4CC4)C3)cc2)c1)C1CC1 (stereo not drawn)	2	9	1	-1.5	0	i	-2	4	-12	1
Cc1ccc(NC(=O)CCc2c(C)nn(-c3ccc(N4CCOCC4)nn3)c2C)c(C)c1	3	-2	6	0.3	-4	i	2	-1	3	0
Cn1c(SCC(=O)c2ccc3c(c2)Cc2ccccc2-3)nnc1-c1cccc(N)c1	-9	4	-11	2.3	12	i	-5	3	11	10
Cc1ccc(S(=O)(=O)N(CC(O)CN(C)C)c2ccccc2)cc1 (stereo not drawn)	2	-5	3	-0.8	-6	i	2	0	4	-2
Cc1ccc(NC(=O)CCCN2C(=O)NC(C)(C)C2=O)cc1	2	1	-12	-1.0	-13	i	5	-4	1	-1
Cc1csc(NC(=O)CCc2ccc(S(=O)(=O)N3CCOCC3)cc2)n1	0	-5	0	0.6	-2	i	2	-5	-26	4
c1ccc2oc(-c3[nH]ncc3CN3CCC(N4CCSCC4)CC3)cc2c1	0	3	-8	0.8	1	i	2	-6	2	-7
C=C(C1=CCN(S(=O)(=O)C(C)(C)C)[C@H]1CCO)c1ccccc1	0	0	-8	-0.4	0	i	-3	0	-6	3
N=C1/C(=C\c2ccc(Br)o2)C(=O)N=C2SC(CC(=O)N3CCOCC3)=NN12	28	11	-38	2.3	78*	i	47	4	15	1
COc1cc2cc(C(c3nnnn3C3CCCCC3)N(C)C3CCCCC3)c(=O)[nH]c2cc1OC (stereo not drawn)	-17	-14	-12	1.9	2	i	-8	1	10	-12
CN1CCc2cccc3c2[C@@H]1Cc1ccc(O)c(O)c1-3	4	8	26*	24	-9	i	-14	0	3	16
CCOC(=O)c1ccc(NC(=S)N2CCN(c3ccccn3)CC2)cc1	1	2	11	-0.8	-14	i	1	-1	3	3
CSc1nnc2n(C)c3c(c(=O)n12)C1(CCCC1)Cc1ccccc1-3	0	-3	-9	1.8	-10	i	0	5	-3	3
CCOc1ccc(Cc2c(Cl)nc(SC)nc2OC)cc1	1	1	2	2.0	-10	i	-1	1	-25	1
CN(C(=O)C1CCOC1)c1nnc(-c2cnccn2)s1 (stereo not drawn)	-11	-13	3	1.1	-2	i	16	-3	-7	3
NCCCNC(=O)c1ccc(/C=N/O)nc1	-3	-3	11	-1.5	-12	i	1	1	9	-5
Cc1cc(C)n(-c2ccc(Cl)c(C(=O)OCC(N)=O)n2)n1	3	5	2	-0.4	3	i	-1	0	-1	0
CCOC(=O)c1c(NC(=O)C2CCCN2S(=O)(=O)c2cccc3nsnc23)sc(C)c1C (stereo not drawn)	-23	-6	1	2.4	-14	i	-3	-2	-4	-9
COc1ccc(-c2c(C)n([O-])c(C)c(-c3ccccc3)[n+]2=O)cc1OC	-4	-2	-12	-2.7	0	i	1	-2	2	-3
CCOC(=O)c1ccc(NC(=O)Cn2nc(C)c3ccccc3c2=O)cc1	1	-2	2	-1.1	-4	i	-4	-2	19	-1
CCCCOc1ccc(C(=O)NCC(=O)N(C)CC(=O)Nc2ccc(N3CCOCC3)cc2)cc1	3	0	-12	0.3	-6	i	-3	0	-9	-4
CC1(C)CC(=O)CC(C2(O)C(=O)N(Cc3ccccc3)c3ccccc32)O1 (stereo not drawn)	-20	2	-1	-0.9	-6	i	-3	-2	-3	-2
O=C(NCC1CCN(S(=O)(=O)c2ccccc2)CC1)Nc1ccc(F)cc1F	0	0	1	0.8	-8	i	-6	1	-5	-4
COc1ccc(Cc2c(-c3cccc(Br)c3)nc3cc(C)c(Br)c(C)n23)c(C)c1	-1	3	7	2.0	/	/	/	/	-12	18
O=C(CN1CCN(Cc2ccc(Cl)cc2)C1=O)NCc1cccs1	3	1	-4	-1.0	-6	i	2	-1	-8	-5
COc1ccccc1NS(=O)(=O)CC12CCC(CC1=O)C2(C)C (stereo not drawn)	4	-1	2	-2.1	-11	i	-2	5	-2	-3
CCOC(=O)N1CCN(C(=S)Nc2cccc(C)c2)CC1	3	0	-3	0.5	-2	i	2	2	21	-3
O=C(NCc1ccc(Cl)cc1Cl)c1ccccn1	0	1	-3	0.3	-4	i	3	0	12	-3
Cc1cccc(C(=O)OCC(=O)c2csc(N3CCCCC3)n2)c1[N+](=O)[O-]	-26	0	-3	3.8	32	i	21	1	8	-4
CC(=O)Nc1csc2ccccc12	-4	-7	18	-0.5	3	i	0	-3	1	-8
CC(=O)Oc1ccc(C(=O)Nc2ccccc2NC(=O)c2ccc(OC(C)=O)cc2)cc1	7	-6	-2	0.6	-14	i	0	-2	21	-4
CN(Cc1ccco1)C(=O)CN1C(=O)NC2(CCCC2)C1=O	4	0	13	-1.9	8	i	10	1	-7	0
O=C(OCc1ccccc1)N1CCC2CC1c1cc(-c3ccc4c(c3)OCO4)ccc12 (stereo not drawn)	4	-3	2	4.6	-8	i	-1	-2	9	-2
CCN(CC(=O)NCc1ccc(F)cc1)CC(=O)Nc1ccccc1-c1ccccc1	-1	-3	13	-0.6	0	i	8	0	-18	0
COCCNC(=O)C1CCCN(Cc2ccccc2-c2ccccc2)CC1 (stereo not drawn)	-4	3	-3	-2.5	/	i	-3	-2	-8	-9
COc1ccc(C(=O)NC(=S)N2CC(C)OC(C)C2)cc1 (stereo not drawn)	-2	-2	-9	-1.2	-4	i	0	-2	14	0
O=C(/C=C/Nc1ccc(F)cc1F)c1ccco1	-24	0	10	0.0	5	i	5	3	45*	-1
CS(=O)(=O)c1ccc(-c2sc3ccccc3c2C#CCCO)cc1	-36	2	-7	3.8	-6	i	-7	0	10	-15
COc1ccc(CC2(CO)CCN(C(C)COc3ccccc3)CC2)cc1 (stereo not drawn)	-5	2	-41	0.0	-1	i	2	1	1	-8
CN(C(=O)c1ccc(NC(=O)Cc2ccc(NC(=O)C3CCN(C(=O)C4CC4)CC3)cc2)cc1)C1CC1	2	1	-6	0.2	-6	i	-1	0	4	-2
COc1ccc(CCC(C)NC2C3CC4CC(C3)CC2C4)cc1 (stereo not drawn)	-2	16	-2	-1.0	6	i	1	0	2	3
O=C(NC12CC3CC(CC(C3)C1)C2)N1CCN(S(=O)(=O)c2ccc(Cl)cc2)CC1	-1	-4	-1	2.9	-10	i	-1	4	3	2
